Compound activity as filed in PubChem BioAssay.
FAS-TE inh – FAS thioesterase (human) inhibition; inhibition, % at 15 µM; P49327; recombinant FAS-TE, OMFH fluorogenic substrate, fluorescence endpoint; 360,000 tested, 0.67% active;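 active = compounds whose normalised, plate-corrected inhibition of enzyme fluorescence in the single-dose primary screen is 50% or more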;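 also: 0% = DMSO with enzyme and 100% = substrate without enzyme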
E coli Lon inh – inhibits E. coli Lon protease. purified E. coli Lon protease, fluorescence polarization. inhibition, % at 7.94 µM. 360,000 tested, 0.42% active. AID 602123; in the data active = inhibition above about 13%, passing the limit was not always enough;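 also: 0% = enzyme with probe and DMSO and 100% = no enzyme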
CSN deneddyl inh – inhibitors of human CSN-mediated cullin deneddylation. Q92905. Purified CSN, SCF-Nedd8-OG deneddylation, fluorescence polarization. inhibition, % at 12.5 µM. 360,000 tested, 0.38% active. AID 651999;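 active = pattern-corrected inhibition above about 35%, with an unprinted fluorescence ratio check between 0.5 and 1.5, limit read from the data, passing the limit was not always enough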;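 also: 0% = enzyme with substrate and 100% = substrate without enzyme; some results filed as inactive read as strong as hits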
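Schedule: reaction 90 min, room temperature / Assay system: HEK293T-derived human Csn5 enzyme / Input: Csn5 at 0.24 nM final / Measure: inhibition of Csn5 cleavage, % / Control set: substrate-only high control, full reaction low control / Technique: fluorescence polarization of the substrate / Buffer or medium: Tris/NaCl/DTT buffer, pH 7.5 / Reagent: SCFSkp2-Nedd8OG substrate at 10 nM final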
bovine MsrA act – bovine methionine sulfoxide reductase A activation. purified bovine MsrA, absorbance read-out. activation, % at 10.6 µM. 360,000 tested, 0.3% active. AID 602163; in the data active = activation above about 7.5%;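 also: 0% = vehicle and 100% = reference activator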
Rin1-Abl PPI inh – inhibitors of human Rin1-Abl protein interaction. P00519+Q13671. inhibition, % at 7.35 µM. AID 588664. 360,000 tested, 0.4% active. TR-FRET Rin1/Abl binding, biochemical; in the data active = inhibition above about 5%, passing the limit was not always enough
Target sequence (P00519 whole entry, looked up): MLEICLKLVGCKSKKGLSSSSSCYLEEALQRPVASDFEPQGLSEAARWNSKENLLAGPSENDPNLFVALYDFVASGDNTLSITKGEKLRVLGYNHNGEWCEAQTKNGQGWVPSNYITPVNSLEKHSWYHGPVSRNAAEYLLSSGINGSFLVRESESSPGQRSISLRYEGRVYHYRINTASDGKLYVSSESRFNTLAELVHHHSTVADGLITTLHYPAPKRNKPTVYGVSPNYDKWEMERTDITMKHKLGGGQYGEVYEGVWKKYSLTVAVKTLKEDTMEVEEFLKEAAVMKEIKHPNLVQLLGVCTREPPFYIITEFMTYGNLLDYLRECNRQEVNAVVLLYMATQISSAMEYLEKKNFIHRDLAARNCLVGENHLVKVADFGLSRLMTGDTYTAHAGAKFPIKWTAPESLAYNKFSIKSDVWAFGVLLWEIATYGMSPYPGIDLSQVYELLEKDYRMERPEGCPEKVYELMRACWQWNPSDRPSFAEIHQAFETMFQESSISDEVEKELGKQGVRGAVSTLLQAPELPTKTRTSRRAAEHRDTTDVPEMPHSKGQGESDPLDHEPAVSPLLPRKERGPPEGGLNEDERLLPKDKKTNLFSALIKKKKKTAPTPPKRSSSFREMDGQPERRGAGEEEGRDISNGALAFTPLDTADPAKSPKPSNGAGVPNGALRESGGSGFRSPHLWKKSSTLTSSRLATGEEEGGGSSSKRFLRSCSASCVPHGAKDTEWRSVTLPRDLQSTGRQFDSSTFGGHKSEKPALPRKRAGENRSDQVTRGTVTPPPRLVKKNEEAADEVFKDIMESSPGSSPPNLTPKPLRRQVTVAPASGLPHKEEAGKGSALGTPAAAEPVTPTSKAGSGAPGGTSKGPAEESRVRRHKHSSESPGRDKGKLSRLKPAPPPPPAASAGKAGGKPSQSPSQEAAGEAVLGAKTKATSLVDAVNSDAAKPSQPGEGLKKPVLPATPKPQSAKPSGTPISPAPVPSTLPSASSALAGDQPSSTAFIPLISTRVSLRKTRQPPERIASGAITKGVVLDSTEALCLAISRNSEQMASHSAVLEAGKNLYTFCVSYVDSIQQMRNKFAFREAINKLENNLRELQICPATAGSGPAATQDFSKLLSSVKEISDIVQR
Target sequence (Q13671 whole entry, looked up): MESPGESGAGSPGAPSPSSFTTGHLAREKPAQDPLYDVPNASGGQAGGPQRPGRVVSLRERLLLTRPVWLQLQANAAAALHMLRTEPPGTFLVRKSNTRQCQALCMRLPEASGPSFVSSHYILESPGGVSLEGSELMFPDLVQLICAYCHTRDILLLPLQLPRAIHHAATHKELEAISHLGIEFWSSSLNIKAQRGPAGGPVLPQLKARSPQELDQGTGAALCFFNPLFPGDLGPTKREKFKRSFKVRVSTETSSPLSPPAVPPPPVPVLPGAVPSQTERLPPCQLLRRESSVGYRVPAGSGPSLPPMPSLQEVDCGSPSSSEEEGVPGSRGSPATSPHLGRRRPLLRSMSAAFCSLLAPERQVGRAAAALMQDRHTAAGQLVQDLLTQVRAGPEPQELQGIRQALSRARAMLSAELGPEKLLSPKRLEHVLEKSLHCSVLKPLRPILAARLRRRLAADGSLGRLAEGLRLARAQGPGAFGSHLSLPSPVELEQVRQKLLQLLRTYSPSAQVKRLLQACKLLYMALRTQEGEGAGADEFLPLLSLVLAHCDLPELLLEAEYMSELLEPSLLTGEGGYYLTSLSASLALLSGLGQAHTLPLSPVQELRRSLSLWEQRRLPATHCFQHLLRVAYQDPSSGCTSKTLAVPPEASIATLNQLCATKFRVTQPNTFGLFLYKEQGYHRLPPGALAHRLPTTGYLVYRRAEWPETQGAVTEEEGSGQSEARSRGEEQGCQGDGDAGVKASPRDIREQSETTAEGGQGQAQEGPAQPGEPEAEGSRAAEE
Neddyl block – inhibitors of human cullin neddylation. P61081+Q13564. TR-FRET cullin neddylation, biochemical. calls only at 25 µM. 360,000 tested, 0.58% active; in the data active = inhibition above about 36%
TbMetRS inhib – blocks T. brucei methionyl-tRNA synthetase activity; purified T. brucei MetRS, ATP depletion, Kinase-Glo luminescence; inhibition, % at 11.9 µM; 360,000 tested, 0.4% active;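 active = inhibition above a per-plate cutoff of the control wells' mean inhibition plus 3 SD, cut at about 5.5% in these data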;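 also: 0% = DMSO wells median and 100% = median of wells with control inhibitor compound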
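technique = Kinase-Glo luminescence, ATP depletion format | system = purified MetRS (methionyl-tRNA synthetase) enzyme from Trypanosoma brucei | timing = 15 min preincubation, 2 h reaction, all 25 °C | evaluation = percent inhibition versus plate control medians | dosing = single dose, 11.9 µM final nominal, 0.9% final DMSO | also added = substrates ATP, L-methionine and bulk Escherichia coli tRNA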
MsrA inhibitor – bovine MsrA inhibition. purified bovine MsrA, absorbance read-out. inhibition, % at 15.5 µM. 360,000 tested, 0.75% active; in the data active = inhibition above about 4.5%;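 also: 0% = vehicle wells with enzyme and 100% = reference inhibitor wells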
MLLE-PAM2 inh – blocks PAM2 peptide binding to the PABP1 MLLE domain. GST-MLLE / FITC-PAM2 fluorescence polarization. inhibition, % at 20 µM. 360,000 tested, 0.36% active; in the data active = inhibition above about 35%, passing the limit was not always enough;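 also: plate controls were DMSO wells with GST-MLLE for no effect and wells lacking GST-MLLE protein for full effect; some results filed as inactive read as strong as hits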
* hit, by the source's call; i = inactive; nt = not tested or not shown; + = active, no number. The order is random (roughly 4% active in at least one column).

SMILES	FAS-TE inh	E coli Lon inh	CSN deneddyl inh	bovine MsrA act	Rin1-Abl PPI inh	Neddyl block	TbMetRS inhib	MsrA inhibitor	MLLE-PAM2 inh
Cc1ccc(CNC(=O)C2CCC(CNc3c(N4CCC(C)CC4)c(=O)c3=O)CC2)cc1 (stereo not drawn)	10	4	-8	-3	1	i	-0.6	0.5	-3
CCc1nccn1CCC(=O)N1CCCC(Nc2ccc(C(C)C)cc2)C1 (stereo not drawn)	-5	-10	5	-4	3	i	-0.5	-0.2	6
Clc1ccc(OCCn2cnc(Cl)c2Cl)cc1	10	12	-2	-7	1	i	-1.1	0.7	18
Cc1cccc(Oc2ncccc2[N+](=O)[O-])c1C	1	-10	-2	-2	1	i	-0.3	-0.1	-7
O=C(N/N=C1\CCCCc2ccccc21)c1ccccn1	-3	-4	-17	-11	2	i	-1.1	-0.9	-9
O=C(NNc1ccccc1)OCc1ccccc1	-4	6	7	-2	2	i	-0.1	-0.4	7
O=c1cc(CSc2ccc(Cl)cc2)[nH]c2[nH]n(-c3ccccc3)c(=O)c12	1	3	3	-1	2	i	8.5*	3.1	23
CCOC(=O)C1CCCN(C(=O)c2ccc(F)c(C)c2)CC1 (stereo not drawn)	-7	3	-7	-1	-3	i	-0.3	-0.7	4
Cc1cccc(N2CCN(c3ccc(C(N)=O)cc3[N+](=O)[O-])CC2)c1C	0	2	-13	0	0	i	0.2	-0.2	-3
CCCCN(CCCC)c1nn[nH]n1	-12	1	2	-2	-2	i	-0.2	1.7	-3
CCCCNC(=O)C1CCCN(S(=O)(=O)c2ccc(-n3cnnn3)cc2)C1 (stereo not drawn)	-10	-5	2	-14	4	i	-1.5	-0.6	3
COc1cc(CNc2ncnc3c2ncn3[C@H]2CN(Cc3ccc(Cl)cc3)C[C@@H](CO)O2)cc(OC)c1OC	-2	-2	-2	-7	-1	i	-0.4	1.3	-8
Cc1cc(NC(=O)c2noc3c2CCCC3)nn1Cc1ccc(Cl)cc1	28	-8	1	-4	5	i	-0.7	-0.2	-3
CCOCCCNS(=O)(=O)c1ccc(NC(=O)c2ccc([N+](=O)[O-])cc2Cl)cc1	-5	1	0	-2	0	i	1.7	0.8	5
COc1ccc(C2Nc3ccccc3NC3=C2C(=O)CC(C)(C)C3)cc1O (stereo not drawn)	-4	19*	-9	-8	0	i	-1.2	2.5	24
Cc1nn(C)c(C)c1S(=O)(=O)N1CCCC(C(=O)NCC2COc3ccccc3O2)C1 (stereo not drawn)	2	-3	-2	-2	1	i	-0.3	-0.9	12
CCOC(=O)c1c(C)[nH]c(C(=O)CN(C)CC(=O)Nc2ccccc2C(F)(F)F)c1C	9	-22	-1	1	-2	i	-0.3	2.0	3
Cc1c(OC(C)C(=O)NCCCN2CCOCC2)ccc2c3c(c(=O)oc12)CCCC3 (stereo not drawn)	-2	-2	-1	-2	3	i	0.4	1.7	7
COc1ccccc1C(=O)NNC(=O)c1ccc2ccccc2c1O	9	2	3	-5	0	i	-0.2	1.6	14
O=C(O)c1ccc2[nH]c3c(c2c1)CSCC3	-10	-8	7	-2	1	i	0.2	nt	33
CCOC(=O)N1CCN(C(=O)C(NC(=O)c2ccc(CC)cc2)C(C)C)CC1 (stereo not drawn)	-4	-1	-2	-5	1	i	-0.9	-0.4	12
O=C(NCc1ccccc1)N(Cc1cc2cc3c(cc2[nH]c1=O)OCCO3)CC1CCCO1 (stereo not drawn)	-2	2	-2	-1	-3	+	0.1	3.5	26
O=C(O)c1ccc(OCc2cn3ccccc3n2)cc1	-5	-2	3	-2	-2	i	-0.7	0.3	4
CCCC(=O)Nc1nc2ccc(S(=O)(=O)N3CCCCC3)cc2s1	-3	-6	-4	0	0	i	-0.1	1.8	-10
CCN(CC)S(=O)(=O)c1cccc(C(=O)NCc2ccccc2)c1	-3	2	-6	2	-4	i	-0.4	1.1	-13

E coli Lon inh: what is marked active above
| molecule | E coli Lon inh | CSN deneddyl inh | bovine MsrA act | Rin1-Abl PPI inh | Neddyl block | TbMetRS inhib | MsrA inhibitor | MLLE-PAM2 inh |
| --- | --- | --- | --- | --- | --- | --- | --- | --- |
| COc1ccc(C2Nc3ccccc3NC3=C2C(=O)CC(C)(C)C3)cc1O (stereo not drawn) | 19* | -9 | -8 | 0 | i | -1.2 | 2.5 | 24 |

The main list resumes, repeating the three entries before the break.
SMILES	FAS-TE inh	E coli Lon inh	CSN deneddyl inh	bovine MsrA act	Rin1-Abl PPI inh	Neddyl block	TbMetRS inhib	MsrA inhibitor	MLLE-PAM2 inh
O=C(O)c1ccc(OCc2cn3ccccc3n2)cc1	-5	-2	3	-2	-2	i	-0.7	0.3	4
CCCC(=O)Nc1nc2ccc(S(=O)(=O)N3CCCCC3)cc2s1	-3	-6	-4	0	0	i	-0.1	1.8	-10
CCN(CC)S(=O)(=O)c1cccc(C(=O)NCc2ccccc2)c1	-3	2	-6	2	-4	i	-0.4	1.1	-13
CN1CCN(C(=O)C2=C[C@@H](C(C)(C)C)C[C@@H](OCc3ccc(CO)cc3)O2)CC1	-13	-7	1	-1	-1	i	0.3	-0.1	0
CN(C)CCNC(=O)c1scc2c1CCCC2	-4	-5	4	-3	-1	i	-0.9	0.0	5
CN(Cc1ccccc1)c1ccc([N+](=O)[O-])cc1C(=O)O	-3	-5	-5	-4	2	i	0.0	-1.4	-7
N=c1n(Cc2ccc(Cl)cc2)c2ccccc2n1CC(O)COc1ccccc1 (stereo not drawn)	-11	-6	-12	-3	0	i	-0.1	-1.2	-5
Cc1cc(C(=O)NC2CCCc3c2cnn3-c2ccccc2F)nc(C)n1 (stereo not drawn)	-4	-7	-4	-2	1	i	-0.4	1.0	9
NS(=O)(=O)c1cccc(NC(=O)CSc2n[nH]c(-c3ccccc3Br)n2)c1	-11	6	1	-4	4	i	-0.3	-0.4	-9
O=C(CN1CCCCC1)N1c2ccccc2Oc2ccccc21	-3	-5	-3	1	2	i	-0.3	-0.6	3
COc1ccc(C(=O)OCc2ccc(C)cc2)cc1S(=O)(=O)N1CCOCC1	37	-6	-2	-1	-2	i	-0.2	0.4	-14
CCOc1ccc(N(CC(=O)N/N=C/c2ccccn2)S(=O)(=O)c2ccc(Cl)cc2)cc1	61*	-5	4	-2	2	i	-0.3	0.6	-3
Cc1ccc(NC(=O)CSC(C)C(=O)NCCc2ccccn2)cc1 (stereo not drawn)	-4	0	8	-2	2	i	-0.7	-0.1	-3
Cc1cc(C)cc(OCCNC(=O)c2ccc(Br)cc2)c1	1	5	-1	-9	0	i	-1.0	0.0	-10
CCOP(=O)(c1ccc(N(C)C)cc1)C(O)c1c(Cl)cccc1Cl (stereo not drawn)	-4	-1	7	-1	-1	i	-0.3	-0.7	-6
CCOc1ccc(CN2CCC(C(=O)Nc3cccc(-c4ccn[nH]4)c3)CC2)cc1Cl	1	-1	5	-7	0	i	-0.5	1.6	5
Cc1ccc2c(c1)-c1c(cnn1CC(=O)N1CCCN(Cc3ccccc3F)C1)CO2	2	1	3	-9	1	i	-0.9	3.2	0
COC(=O)c1cc(Cl)nc2ccccc12	1	-16	3	-7	-2	i	-1.0	-0.6	-7
Cc1nc2c(-c3ccccc3)c(C)nn2c(SCC(N)=O)c1Cc1ccccc1	8	-10	0	-5	0	i	0.1	1.4	-58
COc1ccccc1Cc1c(-c2ccccc2)nc2ccc(Cl)cn12	-6	-16	5	-9	3	i	-0.7	0.8	2
COC(=O)c1ccc2c(c1)NC(=O)C(N1CCOCC1)S2 (stereo not drawn)	-10	0	-4	-9	1	i	-1.3	1.2	-5
Nc1nnc(SCc2ccc([N+](=O)[O-])cc2)s1	-12	0	1	-3	1	i	-0.3	-0.8	32
CCOC(=O)Nc1cc(C(=O)OC)ccc1C	-4	2	-1	-17	-6	i	-1.7	2.2	-4
C=CCn1cnc2c(nnn2-c2cc(C)cc(C)c2)c1=O	0	-17	-7	-2	-2	i	-0.2	-2.0	14
COc1ccc(CC(NC(C)=O)C(=O)NC2CCN(C(=O)Nc3ccc(C#N)cc3)CC2)cc1OC (stereo not drawn)	-8	0	-6	-1	-7	i	0.1	-0.5	5
CC1CCCCC1N=CC1=C(O)CC(C)(C)CC1=O (stereo not drawn)	-2	1	3	0	3	i	0.4	-0.6	13
CC1CC(CC(=O)NNc2nc(-c3ccccc3)cs2)C(=O)O1 (stereo not drawn)	-7	2	-8	-3	-5	i	0.0	0.5	-14
Cc1nnc(NC(=O)CSc2ccc([N+](=O)[O-])cn2)s1	15	-12	-6	-4	0	i	-0.4	-1.5	-77
(further entries)
SMILES	FAS-TE inh	E coli Lon inh	CSN deneddyl inh	bovine MsrA act	Rin1-Abl PPI inh	Neddyl block	TbMetRS inhib	MsrA inhibitor	MLLE-PAM2 inh
O=c1c2ccccc2nc(-c2ccccc2)n1/N=C/c1ccc([N+](=O)[O-])cc1	-11	-1	0	-5	-4	i	-0.7	2.1	3
O=S1(=O)C=CC(N2CCOCC2)C1 (stereo not drawn)	-3	-2	4	-5	2	i	-0.3	-0.1	-4
Cn1cccc1CNCC(O)c1ccccc1 (stereo not drawn)	-3	4	2	-12	-1	i	-1.0	-1.2	-3
O=C1OCc2ccc(NC(=O)c3c(F)cccc3Cl)cc21	-1	-8	2	-2	4	i	-0.3	0.7	-3
FC(F)(F)c1cc(-c2cccs2)n[nH]1	2	9	5	0	0	i	-0.1	0.6	0
COC(CNC(=O)c1cc(-c2ccncc2)nc2ccc(S(=O)(=O)N3CCOCC3)cc12)OC	-3	2	-8	-3	0	i	0.8	-0.6	5
Clc1ccccc1NN(Cc1ccncc1)c1ccccc1Cl	30	-19	-3	1	2	i	-0.1	0.1	0
O=C(Nc1ccc(S(=O)(=O)Nc2ccccc2F)cc1)N1CCCCC1	-1	0	5	1	-1	i	-0.2	-1.1	-2
COc1ccc(Cl)cc1C(=O)Nc1cccc(-c2ccc3nncn3n2)c1	-9	-33	137*	-9	2	i	-1.3	0.8	-186
C[C@H](O)[C@@H]1CN2CCc3c([nH]c4ccccc34)[C@@H]2C[C@@H]1N(C)C(=S)Nc1ccc(C#N)cc1	-6	-4	2	-2	-5	i	1.4	1.5	-53
COc1c2ccoc2c(OCC=C(C)C)c2oc(=O)ccc12	7	4	-6	0	-3	i	0.1	3.1	2
Cc1ccc(-c2nnc(N(C)C(=O)c3ccncc3)s2)cn1	-11	-1	0	-13	0	i	-1.4	2.5	-1
CC(=O)c1cc2c(O)c(O)ccc2o1	3	10	1	2	0	i	1.4	1.9	28
CCc1ccc(C(CNc2nc(C(F)(F)F)nc3ccccc23)N(C)C)cc1 (stereo not drawn)	6	0	2	0	1	i	-0.2	-1.1	-9
Cc1cccc(Nc2ncnc3onc(-c4ccc(F)cc4)c23)c1C	9	-2	-2	-5	5	i	-0.2	-0.1	2
CN1C/C(=C\c2ccc(N3CCOCC3)cc2)C(=O)/C(=C/c2ccc(N3CCOCC3)cc2)C1	-13	-70	13	2	-7	i	-0.3	1.7	-133
CC1CCN(CCOCCOc2ccc(Br)cc2Cl)CC1	-1	4	4	-5	3	i	1.3	-1.5	10
COc1ccc(Cl)cc1N(CC(=O)N1CCN(Cc2ccccc2)CC1)S(C)(=O)=O	-7	-10	1	-9	4	i	-0.1	0.0	-8
COc1cc(OC)c(OC)cc1/C=C/c1cc(C(=O)O)c2ccccc2n1	-6	-8	-6	-5	-1	i	-0.6	1.7	10
Cc1cccc(NC(=O)c2cc(S(=O)(=O)NCc3ccco3)ccc2F)c1C	0	-4	0	-7	-2	i	0.1	-0.8	5
